Assay outcomes from PubChem.
EBNA-1 inhibitor: blocks EBNA-1 binding to DNA; EBNA-1 DNA binding, fluorescence polarization; inhibition, % at 14.8 µM; actives 0.34% (n = 300,000); AID 1950; in the data active means inhibition above about 28%
MCL1-BIM inh: MCL1-BIM-BH3 interaction inhibition (human); inhibition, % at 10.9 µM; Q07820; GST-MCL1 / FITC-Bim-BH3 fluorescence polarization; actives 0.68% (n = 320,000); AID 2057;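 active means inhibition above the mean inhibition of all tested compounds plus 3 SD, set per campaign, cut at about 40% in these data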;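 further: 0% = DMSO wells and 100% = unlabeled Bim-BH3 peptide control; higher means more loss of mP so more displacement of Bim peptide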
Target sequence (Q07820 whole entry, looked up): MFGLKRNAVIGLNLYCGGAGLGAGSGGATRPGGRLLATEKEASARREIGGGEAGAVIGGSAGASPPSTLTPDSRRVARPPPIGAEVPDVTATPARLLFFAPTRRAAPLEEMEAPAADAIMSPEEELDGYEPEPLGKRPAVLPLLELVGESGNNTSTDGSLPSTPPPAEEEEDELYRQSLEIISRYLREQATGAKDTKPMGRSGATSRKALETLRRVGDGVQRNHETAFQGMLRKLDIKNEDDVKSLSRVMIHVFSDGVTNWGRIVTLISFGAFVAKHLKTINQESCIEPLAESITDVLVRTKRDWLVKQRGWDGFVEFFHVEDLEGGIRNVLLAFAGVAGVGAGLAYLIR
Fam108B counter: blocks mouse Fam108B hydrolase in RBBP9 counter-screen; recombinant Fam108B, FP-Rh probe fluorescence polarization; actives 0.33% (n = 300,000); inhibition, % at 9.51 µM;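 active means inhibition above the screen mean inhibition plus 3 SD, computed separately per campaign, cut at about 18% in these data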;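 further: inhibitors lower polarization as less probe binds the enzyme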
Bcl-xL primary: blocks human Bcl-xL binding to Bim BH3 peptide | Q07817 | GST-Bcl-xL / FITC-Bim BH3 peptide fluorescence polarization | inhibition, % at 10.9 µM | actives 0.7% (n = 320,000) | AID 2129;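 active means inhibition above the mean of all tested compounds plus 3 SD, cutoff set per campaign, cut at about 30% in these data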;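 further: 0% = DMSO wells and 100% = unlabeled Bim-BH3 peptide competitor; inhibitors lower millipolarization by displacing the labeled peptide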
Target sequence (Q07817 whole entry, looked up): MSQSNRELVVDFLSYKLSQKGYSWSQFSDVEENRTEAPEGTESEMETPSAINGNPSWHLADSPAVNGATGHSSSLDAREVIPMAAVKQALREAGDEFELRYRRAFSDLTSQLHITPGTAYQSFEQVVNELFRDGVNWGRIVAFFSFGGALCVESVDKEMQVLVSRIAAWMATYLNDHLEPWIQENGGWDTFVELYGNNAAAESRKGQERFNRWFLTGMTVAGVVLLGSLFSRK
CR mimetic SO: lowers age-related superoxide in aged yeast cells. S. cerevisiae aged cells, superoxide DHE fluorescence; active compounds read low. superoxide response (% of plate mean), % at 10 µM. actives 0.18% (n = 330,000). AID 2690;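 active means superoxide response under a set limit, about three screen SD below normal, cut at about 65% in these data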;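 further: yeast aged for seven days with compound at 30 °C before DHE staining; 100% = average MFI of all compound-treated wells on the plate with controls excluded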
GLD-1 RNA inh: GLD-1-TGE RNA interaction inhibition (C. elegans) | Q17339 | purified GLD-1 + fluorescein TGE RNA, fluorescence polarization | inhibition, % at 5.96 µM | actives 0.44% (n = 320,000) | AID 2280;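 active means percent inhibition above a per-plate cutoff, the plate mean of test compounds plus 3 SD, cut at about 30% in these data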;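 further: 0% = DMSO wells with GLD-1 and probe and 100% = wells lacking GLD-1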
Target sequence (Q17339 whole entry, looked up): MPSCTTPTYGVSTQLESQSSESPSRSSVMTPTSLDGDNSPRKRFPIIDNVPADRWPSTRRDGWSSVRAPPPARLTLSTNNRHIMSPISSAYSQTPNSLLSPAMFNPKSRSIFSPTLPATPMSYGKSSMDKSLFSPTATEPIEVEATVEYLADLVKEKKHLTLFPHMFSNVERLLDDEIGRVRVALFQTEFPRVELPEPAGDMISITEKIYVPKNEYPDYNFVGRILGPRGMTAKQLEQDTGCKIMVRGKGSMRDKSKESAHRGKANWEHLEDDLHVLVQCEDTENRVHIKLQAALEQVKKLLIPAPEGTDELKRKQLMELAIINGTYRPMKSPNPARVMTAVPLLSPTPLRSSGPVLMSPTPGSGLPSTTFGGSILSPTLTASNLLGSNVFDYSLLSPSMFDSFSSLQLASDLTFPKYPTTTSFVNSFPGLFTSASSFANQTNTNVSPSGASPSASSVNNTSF
MEX-5 binding: C. elegans MEX-5 TCR-2 RNA binding activity | Q9XUB2 | MEX-5/FITC-TCR2 RNA binding, fluorescence polarization; active compounds read low | activity score (negative = inhibition of binding), % at 10 µM | actives 0.38% (n = 300,000) | AID 1832;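 active means inhibition past about -25% in most replicates, and total fluorescence under double the plate's negative control median, limit read from the data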;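 further: 0% = DMSO and -100% = 5 µM competing unlabeled TCR2 RNA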
Efflux pump mplx: blocks antifungal efflux pumps in multiplex yeast assay. S. cerevisiae Candida pump triplex, Nile Red efflux. inhibition, % at 10 µM. actives 0.44% (n = 330,000). AID 485275;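 active means plate passing quality check with inhibition over a set limit, or well fluorescence over plate mean plus 4 SD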;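 further: Nile Red retained in pooled yeast measured as flow cytometry median fluorescence; 0% = buffer negative control and 100% = Enniatin B positive control; higher means more Nile Red kept so more efflux inhibition; some compounds called inactive have numbers as strong as hits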
ZTA counter: blocks Epstein-Barr virus ZTA, an EBNA-1 counter-screen | P03206 | ZTA-DNA binding, fluorescence polarization | actives 0.15% (n = 320,000) | inhibition, % at 11 µM; in the data active means inhibition above about 33%
* = called active by the depositor; / = no result given.

Screens in order: EBNA-1 inhibitor	MCL1-BIM inh	Fam108B counter	Bcl-xL primary	CR mimetic SO	GLD-1 RNA inh	MEX-5 binding	Efflux pump mplx	ZTA counter
- O=C(c1ccc(F)cc1)C1CCN(Cc2cn[nH]c2-c2ccc(F)cc2)CC1
  -9	-3	-1	-3	115	-7	-1.9	0.2	-15
- Cc1ccc(-n2c(SCC(N)=O)nnc2-c2cccnc2)c(C)c1
  3	1	0	-4	112	-1	-1.2	0.1	19
- CN(C)/C=C(\C#N)C(=O)Nc1ccc(F)cc1
  6	2	2	3	93	-2	-1.9	0.0	-7
- CN(C)C=NC(=O)c1cc(C(=O)c2ccccc2Cl)c[nH]1
  9	-2	-2	1	92	5	-0.4	0.0	5
- CCOC(=O)C1=C(C)N=C2SC(C)C(=O)N2C1c1ccc(OCC)c(OCC)c1 (configuration not stated)
  -2	6	-2	3	105	2	0.7	-0.4	11
- Cc1ccc(CN2CCN(Cc3ccc(C)s3)CC2CCO)cc1 (configuration not stated)
  -8	6	-3	6	106	-4	2.7	0.0	-12
- CCOc1ccccc1NC(=O)C1C2CCC(O2)C1C(=O)O (configuration not stated)
  -5	5	-4	-1	101	2	-3.1	-0.1	3
- NC(=O)Cn1cc(C(=O)COc2ccccc2)c2ccccc21
  -1	-7	-4	1	96	-13	0.0	0.0	2
- COc1ccc(Oc2cccc(Cl)c2CNC(=O)CCC(=O)O)cc1
  3	2	2	5	106	-1	2.6	-0.1	-1
- O=C1CC2CS(=O)(=O)CC2N1c1ccc(Oc2ccccc2)cc1 (configuration not stated)
  4	2	3	5	117	5	2.9	0.1	12
- CCOC(=O)C1=C(N)Oc2c(oc(CO)cc2=O)C1c1ccccc1 (configuration not stated)
  2	1	-1	0	91	2	-1.5	-0.1	-15
- O=S(=O)(NCC1CCCO1)c1ccccc1F (configuration not stated)
  -3	-3	-1	-3	96	0	1.1	0.0	-3
- Cc1cc(N2C(=O)C(O)=C(C(=O)c3ccc(C)o3)C2c2cccc(Oc3ccccc3)c2)no1 (configuration not stated)
  -4	-3	3	4	101	-2	-0.9	0.4	-4
- Cc1ccc(NC(=S)NCCCN2CCOCC2)cc1C
  1	6	10	5	100	6	-0.3	-0.3	3
- CCCCn1c(N)c(N(CC(C)C)C(=O)Cn2c(=O)cnc3ccccc32)c(=O)[nH]c1=O
  -5	4	0	2	97	5	3.5	-0.1	-1
- Cc1cc(C)n(C(=O)COc2ccc(Cl)cc2Cl)n1
  10	-1	0	9	95	4	1.6	-0.1	-9
- CCOc1ccc(C(=O)C2CCN(C(=O)c3ccccc3C(=O)O)CC2)cc1
  2	1	1	-1	87	0	-0.8	0.0	-8
- Cc1ccccc1NC(=O)c1ccc(C)c(S(=O)(=O)Nc2ccccn2)c1
  -5	-3	-1	-3	93	2	0.2	0.0	-5
- Cc1ccc(NC(=O)C2CC(=O)NC(Nc3cccc(C)c3)=N2)cc1 (configuration not stated)
  3	-8	3	-3	96	3	0.5	0.1	11
- CCN1CCN(S(=O)(=O)c2ccc(S(=O)(=O)NCC3CCCO3)cc2)CC1 (configuration not stated)
  -4	0	-3	2	102	4	0.9	0.1	-4
- COC(=O)c1ccc(NC(=S)NCCc2cccc(C)c2)cc1
  -1	1	3	4	90	3	-0.4	0.0	-23
- O=C(CCCc1ccccc1)NC1CC1
  7	-4	-1	5	100	-1	-0.5	-0.2	-8
- O=C(/C=C/c1ccccc1[N+](=O)[O-])NCCCN1CCCC1=O
  -1	1	-3	4	105	-4	4.6	-0.2	7
- Cc1cccc(Nc2nnc(SCC(=O)c3ccc(Br)s3)s2)c1C
  8	-28	-13	-7	95	-2	0.4	-0.1	16
- CC(C)n1cc(CN2CCN(C)C(CCO)C2)c2ccccc21 (configuration not stated)
  -14	4	-1	2	119	1	0.1	0.0	-5
- CCCCOC(=O)CCCN1C(=O)/C(=C2\SC(=S)N(CCCC(=O)OCCCC)C2=O)SC1=S
  -10	9	-1	8	93	-1	1.6	0.0	4
- COC(=O)C1CCN(CC(=O)NC(=O)NC2CCCCC2)CC1
  -5	4	-2	8	100	1	0.7	-0.1	12
- O=C1CN(C(=O)NCC(=O)N[C@H](C(=O)O)c2ccccc2)c2ccccc2N1
  -14	-8	-6	-8	73	-7	2.4	0.3	-5
- CCOc1ccc(-c2nnc(-c3ccncc3)o2)cc1
  0	0	-1	6	100	3	-1.3	-0.1	-5
- CCc1ccccc1NC(=O)COC(=O)c1c(C)nsc1NC
  /	4	/	1	102	-1	/	-0.3	-9
- Oc1cc(Cl)cc(Cl)c1Cl
  /	-9	/	2	108	6	/	0.0	13
- CC(=O)c1c(C)[nH]c(C(=O)OCC(=O)N2CC(C)OC(C)C2)c1C (configuration not stated)
  5	-2	-2	2	97	4	1.9	0.0	2
- CCCCCC(=O)Nc1cccc(C2=NOC3(C2)C[C@@H](C(N)=O)N(C(=O)c2cc([N+](=O)[O-])cc([N+](=O)[O-])c2C)C3)c1 (some centres not stated)
  -6	3	3	-3	107	6	1.4	-0.1	-13
- O=C(O)C1C2C=CC(C2)C1C(=O)NCCc1cccc(Cl)c1 (configuration not stated)
  7	-1	0	1	119	6	1.7	-0.1	0
- CCCSc1nnc(-c2ccccc2N)c(=O)[nH]1
  0	4	0	2	105	5	-3.1	-0.2	-5
- CC(C)(C)OC(=O)N1CCC(c2c(C(=O)O)cnn2-c2ccc(Cl)cc2)CC1
  -2	5	5	1	102	9	-2.1	0.1	-16
- O=C(NCc1ccc(F)cc1)C(c1cccnc1)N(C(=O)c1csnn1)c1ccccc1 (configuration not stated)
  9	9	1	5	94	2	-2.1	0.0	-10
- C=C(C)c1cccc(C(C)(C)NC(=O)N2CCN(C/C=C/c3ccccc3)CC2)c1
  -7	-4	1	-1	94	0	-0.4	0.3	4
- COc1ccc(-c2c(C)[nH]n3c(=O)c(Cc4ccccc4)c(C)nc23)cc1
  -1	5	5	4	97	1	0.1	-0.1	6
- COc1ccc2[nH]c(=O)c(CN(Cc3nnnn3Cc3ccc(F)cc3)CC3CCCO3)cc2c1 (configuration not stated)
  -10	-6	-5	-4	99	-6	1.5	0.6	5
- COC(=O)c1ccc(C(=O)Nc2ccc(N)cc2N)cc1
  3	77*	-1	76*	98	-81	2.5	0.0	14
- Cc1cc(C)c(OCC(=O)Nc2ccccc2N2CCCCC2)c(C)c1
  -4	-7	-2	-5	96	1	-0.2	0.1	9
- O=C(NC1CCS(=O)(=O)C1)Oc1ccccc1 (configuration not stated)
  9	-5	-4	-5	118	0	2.4	0.0	-13
- Cc1ccc(NC(=O)CCC(=O)n2nc(C)cc2C)c(C)c1
  8	-1	5	2	99	2	2.5	0.0	2
- COC(=O)c1ccccc1NS(=O)(=O)c1ccc2[nH]c(=O)[nH]c2c1
  11	3	1	3	108	6	1.1	0.1	1
- O=C(NCC(c1cccs1)N1CCOCC1)c1ccc([N+](=O)[O-])cc1 (configuration not stated)
  8	-2	-2	5	101	2	-2.4	-0.6	-7
- Cc1ccc(CNC(=O)CCNS(=O)(=O)c2ccc(Br)s2)cc1
  6	-7	-2	-2	102	7	0.6	-0.2	11
- COc1cc2c(cc1OC)C(c1cccs1)N(C(=S)NC(C)C)CC2 (configuration not stated)
  -1	1	2	4	91	-3	1.3	-0.1	8
- O=C(C1CCCN(S(=O)(=O)c2cc(Cl)ccc2Cl)C1)N1CCOCC1 (configuration not stated)
  10	7	1	8	95	6	2.2	-0.1	7
- O=C1CN(C(=O)NCC(=O)N[C@H](Cc2ccccc2)C(=O)O)c2ccccc2N1
  -11	-3	3	0	130	2	0.8	0.4	18
- N#CC1=C(N)N(c2ccccc2)C2=C(C(=O)CCC2)C1c1cccs1 (configuration not stated)
  -9	5	-5	6	96	-5	1.4	-0.1	-15
- COc1ccccc1/C=C/C=N/n1c(C2CCCCC2)n[nH]c1=S
  8	-17	-1	-9	97	-1	-1.0	-0.1	0
- Cc1ncc(CO)c2cc(S(=O)(=O)c3ccc(F)cc3)c(=O)oc12
  1	1	-1	7	138	7	-0.1	0.0	3
- Cc1ccc(F)c(Cn2cnc3c(cnn3C(C)(C)C)c2=O)c1Cl
  /	5	/	3	89	-1	/	-0.2	3
- COC(=O)c1ccc2c(c1)S(=O)(=O)NC(=NCCCN1CCOCC1)S2
  1	0	0	2	98	4	1.6	0.0	-4
- CC(C)Cc1cc(C(=O)Nc2ccc3c(c2)OCO3)no1
  3	-6	-1	-1	90	0	0.0	-0.2	0
- Cc1ncc([N+](=O)[O-])n1CCOC(=O)c1ccc(Cl)cc1Cl
  4	-3	-2	4	124	2	2.7	0.0	-7
- COc1cc(C(C)=O)ccc1Oc1ncccn1
  -1	3	3	6	83	7	1.2	0.1	-18
- O=C(CSc1nc2ccccc2c(=O)n1CCCN1CCOCC1)c1c[nH]c2ccccc12
  4	-1	-29	1	94	-2	-1.7	-0.1	16
- O=[N+]([O-])c1cnccc1Nc1cccc(F)c1
  3	-2	-3	-2	85	1	0.4	-0.1	6

Later entries
Screens in order: EBNA-1 inhibitor	MCL1-BIM inh	Fam108B counter	Bcl-xL primary	CR mimetic SO	GLD-1 RNA inh	MEX-5 binding	Efflux pump mplx	ZTA counter
- COc1ccc(-c2cccc(C3CC=CC4C3C(=O)N(Cc3ccccc3)C4c3ccc(OC)c(Cl)c3)c2)cc1 (configuration not stated)
  3	-4	-10	-5	105	-9	1.9	0.2	12
- Cc1ccccc1NS(=O)(=O)c1ccc(C(=O)N2CCCCCCC2)cc1
  -4	8	6	6	102	1	-2.4	-0.1	-20
- Cc1ccc(C)c(OCCCNC2CCCC2)c1C
  -11	0	-2	0	117	2	1.2	-0.1	1
- O=C(N/N=C/c1ccco1)/C(=C/c1cccc([N+](=O)[O-])c1)NC(=O)c1ccccc1
  0	2	3	2	99	8	-3.2	-0.1	-12
- Cc1ccc(CN2CCNC(=O)C2CC(=O)N(C)C(C2CC2)C2CC2)o1 (configuration not stated)
  -1	1	0	1	96	-4	-2.9	0.1	2
- COc1ccc(S(=O)(=O)NC2CCCC2)cc1Cl
  -2	7	-2	1	95	6	-0.2	0.0	1
- COc1cc(C(=O)NC2(C(F)(F)F)NC(=O)N(CCCc3ccccc3)C2=O)cc(OC)c1OC (configuration not stated)
  1	3	-4	0	137	7	0.9	0.0	7
- COC(=O)C1(CO)NC(c2cccs2)C2C(=O)N(c3ccccc3)C(=O)C21 (configuration not stated)
  -2	26	-5	25	105	21	-1.7	-0.1	2
- CCOC(=O)C1CCN(C(=S)Nc2ccc(S(N)(=O)=O)cc2)CC1
  1	12	1	8	73	4	2.7	-0.2	-2
- CC1(CCc2ccc(O)cc2)NC(=O)NC1=O (configuration not stated)
  15	-2	2	3	109	-1	0.0	0.0	11
- CCOC(=O)c1c(NC(=O)Cn2nc(C(=O)O)c3ccccc3c2=O)sc2c1CCC(C)C2 (configuration not stated)
  -17	-2	7	-6	137	-8	0.6	0.5*	1
- CC(C)C(=O)Nc1ccccc1N1CCN(C(=O)c2ccccc2)CC1
  -4	9	3	1	105	3	0.6	0.0	0
- CCOc1ccc(/C=C(\C#N)C(=O)Nc2cccnc2)cc1
  11	-3	0	7	97	3	-0.3	-7.4	-5

An excerpt from above in order of their number in MEX-5 binding, ascending:
canonical_smiles | MEX-5 binding
COc1cc(C(=O)NC2(C(F)(F)F)NC(=O)N(CCCc3ccccc3)C2=O)cc(OC)c1OC (configuration not stated) | 0.9
Cc1ccc(C)c(OCCCNC2CCCC2)c1C | 1.2
CCOC(=O)C1CCN(C(=S)Nc2ccc(S(N)(=O)=O)cc2)CC1 | 2.7

The order is random; overall some 2.3% were active at least once.
